USP1 inh – blocks the human USP1/UAF1 deubiquitinase complex | 390,000 tested, 0.23% active | recombinant USP1/UAF1, Ub-Rhodamine cleavage fluorescence | Potency, µM (highest dose often 57.1 µM), without a hit: at the top dose activity change, negative = inhibition, actives largely listed as inhibitors; further: potency means the concentration at half of the fitted maximal effect; on the % scale 0 is the no-effect control and ±100 the full control effect; nearly all actives have a fitted effect of over 60% in size; inactives centre near -12
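USP1/UAF1 complex at 1 nM was preincubated with compound for 15 min at room temperature, then Ub-Rho substrate (150nM final) was added. Fluorescence (480/540 nm) was read kinetically, 6 reads every 60 seconds.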
TRHR agonist – agonists of human TRH receptor; P34981; TRHR cells, calcium flux fluo-8, FDSS agonist mode; activation, % at 2 µM; 360,000 tested, 0.18% active; AID 493084; in the data active means activation above about 30%; further: 0% is about no effect
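TRHR-expressing cells loaded with fluo-8 calcium dye; 23 nL library compound pin-transferred, kinetic FDSS fluorescence (Ex 480/Em 530) recorded about 180 s for agonist-induced calcium release, before a 10 nM TRH EC20 addition for potentiator mode.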
TrxR1 inh – rat TrxR1 inhibition; recombinant rTrxR1, NADPH fluorescence consumption, selenite substrate; Potency, µM (top dose mostly 114 µM), for inactives: at the highest dose activity change, negative = inhibition, actives largely listed as inhibitors; 390,000 tested, 1% active; AID 588453; further: potency means the concentration at half of the fitted maximal effect; on the % scale 0 is the no-effect control and ±100 the full control effect; nearly all actives have a fitted effect of over 65% in size
Target sequence (O89049 whole entry, looked up): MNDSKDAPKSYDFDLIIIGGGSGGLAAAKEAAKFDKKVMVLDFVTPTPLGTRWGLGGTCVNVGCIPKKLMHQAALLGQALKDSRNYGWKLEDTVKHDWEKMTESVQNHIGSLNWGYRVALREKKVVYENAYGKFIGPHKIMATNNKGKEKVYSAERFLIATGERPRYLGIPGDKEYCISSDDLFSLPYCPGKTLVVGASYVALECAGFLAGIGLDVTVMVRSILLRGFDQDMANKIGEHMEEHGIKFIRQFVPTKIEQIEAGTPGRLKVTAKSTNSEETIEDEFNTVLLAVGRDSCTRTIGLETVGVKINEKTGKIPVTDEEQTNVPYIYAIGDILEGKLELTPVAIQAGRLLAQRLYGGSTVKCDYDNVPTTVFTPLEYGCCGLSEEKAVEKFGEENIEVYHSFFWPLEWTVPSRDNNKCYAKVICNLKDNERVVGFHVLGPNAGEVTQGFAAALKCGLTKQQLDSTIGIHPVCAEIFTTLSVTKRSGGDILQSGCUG
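Rat TrxR1 (90 nM in the dispensed reagent) was pre-reduced with 400 uM NADPH for 5 min at room temperature, then incubated with compound for 15 min. After 400 uM selenite was added, NADPH fluorescence (Ex 340/Em 450 nm) was followed for 8 min.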
D2 antag – antagonists of human D2 dopamine receptor. P14416. HEK293 TREx D2 cells, calcium flux, dopamine EC80. inhibition, % at 10 µM. 340,000 tested, 2% active. AID 485344; in the data active means inhibition above about 30%; further: 0% is about no effect
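Dopamine at EC80 is the agonist stimulus; test compounds precede it by 180 s. Calcium flux read kinetically in a force-coupled, inducible HEK293 T-REx D2 cell line.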
TRHR enhancer – allosteric enhancers of human TRH receptor; P34981; TRHR cells, fluo-8 calcium fluorescence, EC20 TRH enhancement; enhancement, % at 2 µM; 360,000 tested, 0.66% active; AID 493056; in the data active means enhancement above about 30%; further: 0% is about no effect
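Enhancer read-out: after compound pinning and an initial kinetic agonist-mode read, an EC20 of TRH (10 nM final) was injected and fluo-8 calcium signal (Ex 480/Em 530) followed at 1 s/cycle for 100 cycles in TRHR-expressing cells.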
D2 ag – agonists of human D2 dopamine receptor; 340,000 tested, 0.53% active; activation, % at 2 µM; HEK293 T-REx D2 cells, calcium flux agonist mode;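 active means activation over 3 SD above normal in the single-dose calcium agonist read, cut at about 30% in these data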; further: 0% is about no effect
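Agonism is scored from calcium flux in a force-coupled, inducible HEK293 cell line expressing D2, read kinetically for 180 s after compound addition against dopamine controls.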
TrxR1 substrate – substrates of rat thioredoxin reductase 1; purified TrxR1 substrate turnover, NADPH consumption readout; Potency, µM (series often up to 114 µM), inactives show at the top dose activity change, negative = substrate turnover; 390,000 tested, 0.01% active; AID 588456; further: potency means the concentration at half of the fitted maximal effect; on the % scale 0 is the no-effect control and ±100 the full control effect; nearly all actives have a fitted effect of over 50% in size
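Rat TrxR1, dispensed at 90 nM, was prereduced with 400 uM NADPH (final) for 5 min at ~22 deg C, then incubated with compound 15 min before 400 uM selenite. A first-read NADPH fluorescence drop versus no-compound background flagged substrates.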
mIDH1 inhibitor – human IDH1 R132H inhibition; O75874; 390,000 tested, 0.093% active; IDH1-R132H enzyme, NADPH consumption, diaphorase/resazurin fluorescence; AID 602179; Potency, µM (titrated, usually from 76.6 µM), without a hit: at the top dose activity change, negative = inhibition, actives largely listed as inhibitors; further: potency means the concentration at half of the fitted maximal effect; on the % scale 0 is the no-effect control and ±100 the full control effect; nearly all actives have a fitted effect of over 65% in size
Target sequence (O75874 whole entry R132H, stated change not applied): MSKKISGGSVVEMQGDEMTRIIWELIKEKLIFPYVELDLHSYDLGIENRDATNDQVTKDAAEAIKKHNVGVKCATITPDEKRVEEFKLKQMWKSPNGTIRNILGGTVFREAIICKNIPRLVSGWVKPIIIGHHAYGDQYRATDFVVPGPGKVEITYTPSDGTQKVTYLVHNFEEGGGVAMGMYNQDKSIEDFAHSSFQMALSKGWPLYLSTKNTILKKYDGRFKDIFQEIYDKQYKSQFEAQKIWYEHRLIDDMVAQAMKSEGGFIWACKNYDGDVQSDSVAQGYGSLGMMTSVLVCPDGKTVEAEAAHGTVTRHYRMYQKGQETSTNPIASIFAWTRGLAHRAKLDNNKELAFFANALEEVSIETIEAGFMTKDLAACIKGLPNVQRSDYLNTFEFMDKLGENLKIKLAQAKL
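IDH1-R132H (0.5 ug/mL) preincubated 30 min with compound, then NADPH (0.016 mM) and alpha-KG (2 mM) added; 80 min at RT, pH 7.5. Remaining NADPH coupled via diaphorase/resazurin to fluorescence (540/590 nm); concentration-response curves normalized to no-enzyme control.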
Pin1 inhibitor – blocks the human prolyl isomerase Pin1; Pin1 FP peptide displacement, HiFluor488, 10 min; Potency, µM (series often up to 115 µM), for the others: at the highest dose activity, negative = inhibition, most hits filed as inhibitors; 390,000 tested, 0.009% active; AID 504891; active means well fitted inhibition curve with a large enough effect in the polarisation, with a control signal flat, not every such curve was filed as active; inconclusive means small, poorly fitted or top-dose-only effect, or effect the other way, or a change in a side signal; inactive means no such curve, though single readings can be large or run the other way; the % refers to the polarisation; further: potency means the concentration at half of the fitted maximal effect; on the % scale 0 is the no-effect control and ±100 the full control effect
Target sequence (Q13526 whole entry, looked up): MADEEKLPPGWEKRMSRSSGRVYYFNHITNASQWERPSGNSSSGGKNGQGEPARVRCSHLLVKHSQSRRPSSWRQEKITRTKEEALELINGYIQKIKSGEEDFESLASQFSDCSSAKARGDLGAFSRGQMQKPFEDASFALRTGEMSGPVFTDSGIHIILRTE
* hit, by the source's call; u = inconclusive; x = not tested or not shown; & = joins results of further samples; [ ] = another dose, or the depositor's remark. Unless noted, the call rests on the fitted dose curve; in most records, active means well fitted inhibition curve with a large enough effect; inconclusive means small, poorly fitted or top-dose-only effect; inactive means no such curve, though single readings can be large or run the other way.

(1) CC[C@@]1(O)C(=O)OCc2c1cc1n(c2=O)Cc2cc3c(NC(=O)CN)cccc3nc2-1
(2) CC12CN3CC(C)(CN(C1)C3c1ccco1)C2=O (stereo not given)
(3) CCC(=NCc1cccnc1)c1c(O)n(Cc2ccccc2)c(=O)[nH]c1=O
(4) CCOP(=O)(OCC)C(NC(=O)c1ccc(C)cc1)C(Cl)(Cl)Cl (stereo not given)
(5) COC(=O)[C@]1(C)C[C@H]1[C@H](NP(=O)(c1ccccc1)c1ccccc1)c1ccccc1
(6) S=C=Nc1cccc(C2(N3CCCCC3)CCCCC2)c1
assay / compound,1,2,3,4,5,6
USP1 inh,-21%,-15%,-13%,-18%,-20%,14%
TRHR agonist,0.9,-0.3,1.4,-0.6,0.3,-1.0
TrxR1 inh,10%[57.1 µM],4%,-24%,11%,19%,-1%
D2 antag,-13,5,-11,1,6,-17
TRHR enhancer,2,0,11,-2,-5,4
D2 ag,-2.8,0.4,0.6,-0.8,-1.3,-1.5
TrxR1 substrate,84%,3%,-7%,1%,7%,-2%
mIDH1 inhibitor,4%,2%,1%,1%,0%,6%
Pin1 inhibitor,u,-1%,0%,1%,-1%,0%

(7) Cc1ccc(OCC(=O)Nc2ccc(Cl)cc2C(=O)c2ccccc2)cc1
(8) COc1ccc(-c2cc(C(=O)N3CCN(c4ccccc4OC)CC3)c3cc(C(C)C)ccc3n2)cc1
(9) COc1ccc(CCNCc2ccccc2F)cc1
(10) CCOC(=O)C1CCCCC12C(C#N)=C(N)Oc1n[nH]c(C)c12 (stereo not given)
(11) CC(O)(CS(=O)(=O)c1ccccc1)C(=O)Nc1cccc(C(F)(F)F)c1 (stereo not given)
(12) CCOC(=O)[C@@]1(C#N)[C@@H]2C=CC(C(N)=O)=CN2[C@@H](C(N)=O)[C@@H]1c1cccc(Cl)c1
assay / compound,7,8,9,10,11,12
USP1 inh,-14%&-21%,-7%,-29%,-2%,-4%,u
TRHR agonist,0.4&1.0,0.2,-0.4,0.2,x,0.3
TrxR1 inh,-4%&-6%,2%[57.1 µM],-13%,-2%,18%,u
D2 antag,13,x,27,30*,x,0
TRHR enhancer,0&-6,-2,0,-1,x,5
D2 ag,0.8&-0.3,0.1,0.6,0.8,x,2.1
TrxR1 substrate,-9%&-7%,-5%[57.1 µM],11%,-3%,2%,1%
mIDH1 inhibitor,-5%&0%,4%,-5%,10%,7%,6%
Pin1 inhibitor,-12%&-1%,32%[activator],-2%,-2%,-4%,u

(13) Cc1ccc(C(C)C)c(OCCn2c(=O)oc3ccccc32)c1
(14) c1cncc(C2CCCCN2Cc2ccc3c(c2)OCO3)c1 (stereo not given)
(15) S=C1NC2(CCCCC2)NC12CCCCC2
(16) COc1ccc(C2NCc3ccc4c(c3-n3cccc32)OCO4)cc1O (stereo not given)
(17) CCOC(=O)c1cccc([P+](=O)O)c1
(18) O=c1[nH]c(=S)[nH]c(O)c1/C=C1\C=Nc2ccccc21
assay / compound,13,14,15,16,17,18
USP1 inh,u,-16%,-20%,-11%,-4%,u
TRHR agonist,-2.6,0.1,0.3,4.6,0.4,x
TrxR1 inh,21%,3%,-5%[2.29 µM],4%[57.1 µM],-23%,u
D2 antag,x,-9,-10,x,-14,x
TRHR enhancer,3,-1,-1,2,1,x
D2 ag,x,0.4,0.4,x,0.8,x
TrxR1 substrate,6%,5%,1%[57.1 µM],-6%[57.1 µM],-4%,-8%[57.1 µM]
mIDH1 inhibitor,8%,2%,-4%,14%,2%,-1%
Pin1 inhibitor,5%,-2%,-1%,0%,-5%,-10%

(19) CC(C)n1c(=O)c(C=Nc2ccc(Br)cc2)c(O)n(Cc2ccco2)c1=O
(20) COc1ccccc1N1CCN(Cc2ccc(F)cc2)CC1
(21) CC(C)(C)P(=O)(c1ccncc1)N1CCCC1 (stereo not given)
(22) COC(=O)C1=C(c2ccc(F)cc2OCc2ccccc2)C[C@@H]2CC[C@H]1N2C(=O)NCc1cccc(F)c1
(23) CC(C)Oc1ccc(C(=O)Nc2ccc3c(c2)CCCN3C(=O)c2cccs2)cc1
(24) CCOP(=O)(CN(CC)CCNP(=O)(OCC)OCC)OCC
assay / compound,19,20,21,22,23,24
USP1 inh,u,-17%,-21%,5%,-23%,0%
TRHR agonist,0.3,0.6,0.3,0.4,0.3,0.1
TrxR1 inh,-15%,1%,14%,15%,13%[57.1 µM],5%[57.1 µM]
D2 antag,10,76*,15,-3,x,-3
TRHR enhancer,-4,-3,0,-13,-8,3
D2 ag,0.5,38*,-0.3,x,0.8,-0.3
TrxR1 substrate,-3%,0%,13%,-6%,0%[57.1 µM],4%
mIDH1 inhibitor,1%,1%,5%,-5%,-11%,0%
Pin1 inhibitor,u,0%,8%,3%,64%[activator],4%

An excerpt of these results, bar-delimited.
No. | SMILES | USP1 inh | TRHR agonist | TrxR1 inh | D2 antag | TRHR enhancer | D2 ag | TrxR1 substrate | mIDH1 inhibitor | Pin1 inhibitor
19 | CC(C)n1c(=O)c(C=Nc2ccc(Br)cc2)c(O)n(Cc2ccco2)c1=O | u | 0.3 | -15% | 10 | -4 | 0.5 | -3% | 1% | u
20 | COc1ccccc1N1CCN(Cc2ccc(F)cc2)CC1 | -17% | 0.6 | 1% | 76* | -3 | 38* | 0% | 1% | 0%

(further entries)
(25) COC(=O)C1=C(c2ccc(F)cc2F)C[C@@H]2CC[C@H]1N2C(=O)NCc1ccc(F)cc1
(26) O=C(CN1CCCC1=O)N1CCOCC1
(27) O=S(=O)(c1ccc(Cl)cc1)N1CCCC1c1cccnc1 (stereo not given)
(28) CC[C@@]1(O)C(=O)OCc2c1cc1n(c2=O)Cc2cc3ccccc3nc2-1
(29) Nc1c(Br)cc2c3c(cccc13)-c1ccccc1-2
(30) CCOC(=O)C1(c2ccccc2)CCN(CC(O)c2ccc(NC(C)=O)cc2)CC1 (stereo not given)
assay / compound,25,26,27,28,29,30
USP1 inh,13%,-14%,0%,x,u,-19%
TRHR agonist,-0.1,1.1,-1.7,-0.4,x,x
TrxR1 inh,17%[57.1 µM],6%[57.1 µM],-2%[57.1 µM],113%[activator][57.1 µM],11%[57.1 µM],-6%
D2 antag,1,-2,x,4,x,x
TRHR enhancer,-4,3,-8,0,x,x
D2 ag,0.1,0.5,x,0.1,x,x
TrxR1 substrate,7%[57.1 µM],7%[57.1 µM],7%[57.1 µM],239%[activator][57.1 µM],-16%,-6%
mIDH1 inhibitor,-9%,7%,3%,x,7%,-8%
Pin1 inhibitor,5%,4%,6%,4%,u,-6%

(31) S=C1CN=C(c2ccccc2Cl)c2cc(Cl)ccc2N1
(32) COc1ccc2c(C)c(CC(=O)N3C[C@H]4C[C@@H](C3)c3cccc(=O)n3C4)c(=O)oc2c1
(33) O=C(Nc1ccc(OC(=O)N2CCCCC2)cc1)N1CCOCC1
(34) CCC(=O)O[C@H]1CC[C@H]2[C@@H]3CCC4=CC(=O)CC[C@]4(C)[C@H]3CC[C@]12C
(35) Clc1ccc(C2NCCc3[nH]cnc32)cc1 (stereo not given)
(36) O=c1c2ccccc2nc(/C=C/c2ccco2)n1-c1ccccc1O
assay / compound,31,32,33,34,35,36
USP1 inh,-21%,-23%,-20%,-19%,-21%,-20%
TRHR agonist,-0.7,0.2,0.2,x,0.8,-3.3
TrxR1 inh,-7%,-1%,31%,21%,-20%,16µM*
D2 antag,-6,-4,-6,x,3,-13
TRHR enhancer,-14,-2,-3,x,-5,4
D2 ag,-0.1,-0.2,0.8,x,0.5,-1.2
TrxR1 substrate,-5%,270%[activator],11%,-3%,-10%,-11%
mIDH1 inhibitor,7%,-2%,8%,19%,0%,8%
Pin1 inhibitor,-2%,3%,-7%,-2%,-5%,39%[activator]

(37) CN1C(=O)C(=Cc2ccccc2OCc2ccccc2Cl)C(=O)N(C)C1=O
(38) O=C1NC(=S)NC(=O)C1=Cc1ccc(OCc2ccccc2)cc1
(39) CN1C(=O)NC(=O)[C@]2(Cc3ccccc3N3CCN(c4ccccc4)CC32)C1=O (stereo not given in full)
(40) COc1cccc(OP(=O)(Nc2ccccc2)Oc2cccc(OC)c2)c1
(41) O[C@@H]1CCCN2CCc3c([nH]c4ccccc34)[C@H]12
(42) CCOP(=O)(OCC)C(O)c1ccc(Br)cc1 (stereo not given)
assay / compound,37,38,39,40,41,42
USP1 inh,-2%,u,-5%,-22%,-15%,-8%
TRHR agonist,-0.1,x,0.1,0.1,x,0.4
TrxR1 inh,u,7.9µM*,-10%[57.1 µM],24%,-2%[57.1 µM],-17%
D2 antag,3,x,-2,-22,x,2
TRHR enhancer,11,x,3,-8,x,6
D2 ag,-0.4,x,24,1.6,x,1.0
TrxR1 substrate,7%[57.1 µM],3%,-2%[57.1 µM],-5%,11%[57.1 µM],-10%
mIDH1 inhibitor,-4%,0%,3%,-6%,-1%,3%
Pin1 inhibitor,2%,7%,-27%,6%,u,-4%

(43) O=C(O)C1Sc2[nH]c(=O)sc2C2c3cc(Cl)ccc3OC(=O)C12 (stereo not given)
(44) COC(=O)C1=C(c2ccc(OC)c(OC)c2)C[C@@H]2CC[C@H]1N2C(=O)NCCOc1ccccc1Cl
(45) CC12CCC3C(CC=C4CC(O)CCC43C)C1CC(=CN1CCOCC1)C2=O (stereo not given)
(46) CCNc1nc(NC(C)(C)C)nc(SC)n1
assay / compound,43,44,45,46
USP1 inh,-10%,-29%,3%,-13%
TRHR agonist,2.2,-0.2,x,x
TrxR1 inh,5%,6%,2%,26%
D2 antag,-5,-1,x,x
TRHR enhancer,-8,11,x,x
D2 ag,0.6,0.4,x,x
TrxR1 substrate,4%,3%,-1%,2%
mIDH1 inhibitor,-8%,1%,-2%,-5%
Pin1 inhibitor,u,-8%,3%,-8%

An excerpt, so the mix of outcomes need not match the whole.
